# INS-1E GSIS act: GLuc luminescence reporter in INS-1E cells, primary screen for activators of glucose-dependent secretion of insulin; INS-1E GLuc reporter insulin secretion, 2-3 h; activation, % at 16.6 µM; hit rate 0.61% among 370,000; AID 743287;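 active = lowest replicate activation of at least 40%, so every replicate reaches that level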;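 note: 0% = median of neutral control wells and 100% = median of IBMX positive control wells; some compounds called inactive have numbers as strong as hits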
# ARNT TACC3 PPI: disruptors of human ARNT/TACC3 interaction; Q9Y6A5; AlphaScreen His-ARNT PAS-B/GST-TACC3 binding, luminescence; TACC3 fragment carries E629A point mutation; AID 623870; hit rate 0.66% among 390,000; inhibition, % at 9.99 µM;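 active = mean inhibition of replicates at least 50% and at least half of replicates each reaching 50%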;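 note: 0% = complete ARNT plus TACC3 wells and 100% = ARNT alone without TACC3; many hits fall short of the cut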
# Numbers without * were called inactive.
# Below each compound – INS-1E GSIS act	ARNT TACC3 PPI
- O=C(N1CCOCC1)N(CCN1CCOCC1)Cc1cccc2ccccc12
 : 17	6
- CC(C)(C)c1nc2c(Br)cc(Br)cc2c(=O)o1
 : 23	-1
- CCCC(C)NC(=O)c1ccc(F)cc1 (stereo not drawn)
 : 11	-22
- COc1ccc(-c2nc(SCC(=O)N3CCOCC3)n[nH]2)cc1
 : 10	-1
- COc1ccccc1OCc1ccc(C(=O)N(C)C)o1
 : -12	0
- Cc1cccc2cc(CN(C(=O)c3cccs3)c3ccccc3)c(=O)[nH]c12
 : -10	-1
- COC(=O)c1ccc(CSc2nc3c(cnn3-c3ccc(Cl)cc3)c(=O)[nH]2)o1
 : -30	7
- O=C(CCSCCC(=O)NCc1ccccc1)NCc1ccccc1
 : 19	-10
- CCc1ccc(OCC(=O)NC(=S)Nc2ccc(F)cc2)c(Br)c1
 : 59*	-40
- Cc1nc(Cl)sc1C(=O)Nc1cccc2ccccc12
 : -1	-7
- CCCCn1c(SCC(=O)Nc2nnc(C)s2)nc2c1c(=O)n(C)c(=O)n2C
 : 16	3
- COc1ccc(NC(=O)c2ccc(COc3ccccc3OC)o2)cc1OC
 : -3	-2
- O=C(CCC(=O)c1ccc(F)cc1)OC1CCOC1=O (stereo not drawn)
 : -9	-16
- COc1ccc(CCNC(=O)c2n[nH]c(=O)c3ccccc23)cc1
 : 8	-4
- COc1cc(CCC(=O)OCn2nnc3ccccc3c2=O)cc(OC)c1OC
 : 4	9

# Full records, looked up by structure. Order of screens: INS-1E GSIS act	ARNT TACC3 PPI
# `COc1ccc(-c2nc(SCC(=O)N3CCOCC3)n[nH]2)cc1` as listed: 10	-1
# `CC(C)(C)c1nc2c(Br)cc(Br)cc2c(=O)o1` as listed: 23	-1

# Later entries:
# Below each compound – INS-1E GSIS act	ARNT TACC3 PPI
- Fc1ccc(-c2ccnc3nc(-n4cccc4)nn23)cc1
 : -2	-9
- CCc1nnc(NC(=O)CSc2nnc(-c3c[nH]c4ccccc34)n2CCOC)s1
 : -6	9
- COc1ccc(OC)c2c(C)cc(NCCN3CCOCC3)nc12
 : 9	13
- CSc1nncc(/C(C)=N\Nc2cccc(C)c2)n1
 : 38	-4
- COc1ccc(CC(=O)OCC(=O)Nc2ncc(Cl)cc2Cl)cc1OC
 : 48	0
- O=C(Nc1ccccc1)C(=O)Nc1ccccn1
 : -13	-16
- Cc1ccc(C(=O)Nc2ccon2)cc1S(=O)(=O)N1CCCCCC1
 : 25	-1
- COc1cc(/C=C(\C#N)c2nc3ccccc3[nH]2)c([N+](=O)[O-])cc1OCc1ccccc1
 : -40	-1
- O=c1[nH]c2cc3c(cc2cc1CN(Cc1ccc2c(c1)OCO2)Cc1nnnn1CC1CCCO1)OCO3 (stereo not drawn)
 : -6	-6
- O=C(NC1CCCCC1)c1ccc(S(=O)(=O)N2CCCC2)cc1
 : 12	-4
- N#Cc1ccc(OCC(=O)NCCc2ccccn2)cc1
 : 47	3
- Cc1c(O)c(S(=O)c2ccccc2)c(=O)n(-c2ccccc2)c1-c1ccccc1 (stereo not drawn)
 : -2	-14
- O=C(Nc1ccccc1)N1CCSCC1
 : 13	-1
- Cc1ccc(NC(=O)c2sccc2SCc2cccc(C(F)(F)F)c2)cc1
 : -27	1
- CCCCN1C(=O)c2ccccc2C1C(=O)NC1CCCC1 (stereo not drawn)
 : 29	-8
- CCCCN1CC(COc2ccccc2)OC1=O (stereo not drawn)
 : -5	-34
- N#Cc1ccccc1OCCN1C(=O)c2ccccc2C1=O
 : 4	-4
- CCCCCOC(=O)Cc1c(O)c2ccccc2[nH]c1=O
 : 12	-9
- FC(F)(F)c1cc(-c2ccco2)nc(-n2nnc3ccccc32)n1
 : -3	0
- CC(=O)Nc1ccc(NC(=O)CN(c2cccc(C)c2)S(C)(=O)=O)cc1
 : -4	5
- COc1ccc(CC2(C)OC(c3ccc(C)cc3)=NN2C(C)=O)cc1 (stereo not drawn)
 : -12	0
- CCCCCC(=O)Nc1nnn(CCC)n1
 : 0	-2
- Cc1cc(NC(=O)C2C3C=CC(C3)C2C(=O)O)no1 (stereo not drawn)
 : 36	-2
- CC(=O)Oc1ccc(-c2cccc(C(=O)OCC(=O)Nc3ccccc3Oc3ccccc3)c2)cc1
 : -13	23
- CCOC(=O)c1cccc(NC(=O)C2CCCO2)c1 (stereo not drawn)
 : -5	-1
- CC(=O)Nc1ccc(NC(=O)C2CCN(S(=O)(=O)c3cccc4nonc34)CC2)cc1
 : 4	-1
- CCOC(=O)N1CCN(C(=O)c2cc(-c3ccc(OCC)cc3)nc3ccccc23)CC1
 : -14	-8
- CC(C)CCSc1nc(N)c(C#N)cc1C#N
 : -11	13
- CCOc1ccc(OCC)c(S(=O)(=O)NCc2cccnc2)c1
 : 24	1
- O=C(NCCOc1nc(N2CCCCC2)nc(N2CCOCC2)n1)Nc1ccccc1
 : 11	1
- C=CC[N+]1(CC#CCOC(c2ccccc2)c2ccccc2)CCOCC1
 : 11	-2
- CCOC(=O)c1c(C)c(C(=O)Nc2ccc3c(c2)OCCO3)c(C)n1CC
 : 28	-15
- O=[N+]([O-])c1ccccc1OCCCCN1CCCCC1
 : 19	1
- CCOC(=O)CSc1nnc(CNc2cccc(Cl)c2)n1-c1ccccc1
 : -17	0
- Cc1cc(C(=O)OCC(=O)c2ccc3c(c2)NC(=O)CO3)c2ccccc2n1
 : 1	-3
- CSc1ccc(CNc2ccccn2)cc1
 : -5	1
- O=C(CN(c1ccc(F)cc1)S(=O)(=O)c1ccccc1)NCc1ccco1
 : 2	-1
- Cc1nnc2c3ccccc3c(-c3cccc4ccccc34)nn12
 : 8	2
- O=C(CCSc1nc(-c2ccco2)cc(C(F)(F)F)n1)N1CCN(c2ccccc2)CC1
 : 8	2
- COc1ccc(C(=O)CN(Cc2ccccc2)C2=NCCS2)cc1
 : -8	-6
- COc1ccc(OCC(=O)N2CCN(C(=O)c3cccc(F)c3)CC2)cc1
 : -4	0
- COc1ccc(OC)c(C2=NOC(C(=O)NCc3ccccn3)C2)c1 (stereo not drawn)
 : 23	22
- Cc1cc(Cl)ccc1NC(=O)CCCN1C(=O)CCC1=O
 : -1	5
- CCOc1ccccc1Oc1coc2cc(OC(=O)c3ccco3)ccc2c1=O
 : 5	1
- CCCc1cc(C(=O)Nc2nnc(C)s2)cs1
 : 5	-6
- CN(CCC(=O)Nc1ccc2c(c1)OCO2)Cc1ccccc1
 : 10	1
- CCC1CSC(Nc2ccc(C(=O)/C=C/c3ccc(Oc4ccccc4)cc3)cc2)=N1 (stereo not drawn)
 : -26	-4
- CC1(C)N=C(N)N=C(N)N1c1cccc(C(=O)O)c1
 : -3	-1
- c1ccc2c(CSCCc3ccncc3)cccc2c1
 : -13	-2
- CCN1C(=O)CC(N2CCN(CC(=O)NC(C)C)CC2)C1=O (stereo not drawn)
 : 17	-4
- COP(=O)(OC)c1nc(-c2cccc3ccccc23)oc1NCc1ccccc1
 : -20	-8
- C/C(=N\N=C1\NC(=O)CC(C(=O)O)S1)c1cccs1 (stereo not drawn)
 : 4	-5
- O=C(NN1CCOCC1)c1ccc(Cl)cc1
 : 23	-18
- CCC1CC2(C)NC(=O)c3c(sc4c3CC(C)(C)OC4)N2C1=O (stereo not drawn)
 : -2	0
- Cc1c(F)cccc1NC(=O)CSCC(=O)Nc1ccccc1
 : 5	2
- O=C(O)CC(c1ccc(Cl)cc1)n1cccc1 (stereo not drawn)
 : 13	-7
- CCCCC(=O)Nc1ccc(C(=O)NNC(=S)NC(=O)c2cccs2)cc1
 : 20	1
- CCN(CC)S(=O)(=O)c1cc(C(=O)Oc2cccc(-c3cnc4ccccc4n3)c2)ccc1Br
 : -21	2
- COc1ccc(NC(=O)CSc2c(C)n[nH]c2C)cc1
 : 19	23
- COc1ccc(C(=O)n2nc(-c3ccccc3)nc2SC)cc1
 : 38	0

# An excerpt taken from the entries so far:
# Below each compound – INS-1E GSIS act	ARNT TACC3 PPI
- Cc1c(F)cccc1NC(=O)CSCC(=O)Nc1ccccc1
 : 5	2
- O=C(O)CC(c1ccc(Cl)cc1)n1cccc1 (stereo not drawn)
 : 13	-7
- CCCCC(=O)Nc1ccc(C(=O)NNC(=S)NC(=O)c2cccs2)cc1
 : 20	1
- CCN(CC)S(=O)(=O)c1cc(C(=O)Oc2cccc(-c3cnc4ccccc4n3)c2)ccc1Br
 : -21	2

# (continued)
# Below each compound – INS-1E GSIS act	ARNT TACC3 PPI
- CCN(CC)C(=O)c1cc(-c2ccc(Br)cc2)on1
 : 23	-7
- CC(=O)/C=N/Nc1ccccc1
 : 6	-28
- C=CCOc1c(CNc2cccc(C(=O)O)c2)cccc1OC
 : -12	-2
- O=C(Cn1cnc2c(nnn2Cc2ccccc2F)c1=O)NCC1CCCO1 (stereo not drawn)
 : 15	-3
- Cc1ccc(C(C(=O)NCc2ccco2)N(CCc2ccccc2)C(=O)Cn2nnc3ccccc32)o1 (stereo not drawn)
 : -16	-3
- COc1cc(/C=N/Nc2snc(SC)c2C#N)ccc1O
 : 29	-9
- CCC(C)N(C(=O)Cn1nnc2ccccc21)C(C(=O)NCc1ccco1)c1cccc(OC)c1 (stereo not drawn)
 : 21	-6
- Cc1ccc(Oc2ccc(Cl)cc2NC(=O)c2cnccn2)cc1
 : 5	7
- COc1cc(C(=S)N2CCOCC2)ccc1OC(=O)Cc1ccc(F)cc1
 : -27	-7
- O=C(NNC1CC(=O)N(c2ccc3c(c2)OCCO3)C1=O)c1ccccc1 (stereo not drawn)
 : 2	-2
- Cc1ccc2cccc(N=Cc3c(C)[nH]n(-c4ccccc4)c3=O)c2n1
 : -36	9
- COc1ccc2oc(=O)c(C(=O)O)cc2c1
 : -14	-29
- O=C(Oc1cccc(-c2cnc3ccccc3n2)c1)c1ccco1
 : -6	-4
- O=C(CSc1nnnn1-c1ccc(Cl)cc1)NC(=O)Nc1ccc2c(c1)OCCO2
 : 3	-2
- O=C(CCc1ccccc1)NNC(=O)c1ccc(NC(=O)c2ccccc2)cc1
 : -1	1
- Cc1nc(-c2cccc(-c3noc(C)n3)c2)no1
 : 1	-6
- CNC(=O)C12CCC(C)(c3nc4cc(C)c(C)cc4nc31)C2(C)C (stereo not drawn)
 : 43	0
- CN1c2ccccc2C(C)(C)C12C=Nc1c(ccc3ccccc13)O2 (stereo not drawn)
 : -21	12
- COc1ccc2c(c1OC)C(=O)N1c3cccc(Cl)c3C(=O)OC21 (stereo not drawn)
 : 9	-11
- O=C(CCCCCN1C(=O)CCC1=O)Nc1ncn[nH]1
 : -5	7
- CCOC(=O)N1CCN(C(=O)CN(c2ccc(OCc3ccccc3)cc2)S(C)(=O)=O)CC1
 : -16	-5
- Cc1ccc(C)c(NC(=O)CSc2n[nH]c(-c3ccncc3)n2)c1
 : -3	-5
- CC(=O)Nc1cc(C)c(S(C)(=O)=O)c(C)c1
 : 16	2
- CCn1cnc2cc(NCc3ccc(C)cc3)ccc21
 : 8	5
- CN(C)S(=O)(=O)c1ccc(S(=O)(=O)NC2CCOC(C)(C)C2)cc1 (stereo not drawn)
 : 4	-10
- CN(C)C(=O)C1(c2ccccc2)CCN(S(=O)(=O)c2ccccc2)CC1
 : 15	6
- Cc1cccc(NC(=O)CSc2nnc([C@@H]3CCCN3C(=O)OC(C)(C)C)o2)c1C
 : -6	-1
- CCOc1ccc(N2C(=O)c3cccnc3C2Nc2ccc(OC)cc2)cc1 (stereo not drawn)
 : 22	-1
- Cc1ccc(NC(=S)N2CCN(C3CCCCC3)CC2)cc1
 : -3	-4
- COc1ccc(C)cc1S(=O)(=O)Nc1cc(Cl)ccc1Cl
 : -11	-6
- CC1(C)CC(=O)c2cc(OCC(=O)NCC3CCCO3)ccc2O1 (stereo not drawn)
 : 10	-9
- Cc1ccc(C)c(C(=O)CN2C3=NCCCN3c3ccccc32)c1
 : 26	-3
- CCn1cnc2cc(NS(=O)(=O)c3ccc(C)cc3)ccc21
 : 5	9
- c1ccc(-c2ccccc2OCCCCN2CCCCC2)cc1
 : 29	-6
- C=CCOc1c(Cl)cc(CNc2ccc(N(C)C)cc2)cc1OC
 : -6	25
- COc1cccc(N2CCN(C(=O)C3C4C=CC5(CN(Cc6ccccc6Cl)C(=O)C35)O4)CC2)c1 (stereo not drawn)
 : -19	1
- O=C(NCc1ccc(Cl)cc1)c1cc(-c2ccco2)on1
 : 5	-4
- O=C(CN(c1ccc(F)cc1)S(=O)(=O)c1ccc2c(c1)OCCO2)NCC1CCCO1 (stereo not drawn)
 : 8	-8
- COc1ccccc1-c1cc(C(=O)NCc2cccs2)no1
 : -2	0
- COCCNC(=O)C(=O)c1cc(C)n(-c2ccc([N+](=O)[O-])cc2)c1C
 : 7	-3
- COc1ccc(Cl)cc1C(=O)Nc1ccc(S(=O)(=O)N2CCCC2)cc1
 : 16	-4
- COc1cc(OC)cc(C(=O)N/N=C/c2ccc(OC)c(COc3ccc4ccccc4c3)c2)c1
 : -17	-8
- CC(NC(=O)c1ccccc1NS(C)(=O)=O)c1ccccc1 (stereo not drawn)
 : 3	-1
- Cc1cc(C)c(C(=O)C2OC(=O)C(C)(C)C(=O)C2(C)C)c(C)c1 (stereo not drawn)
 : -18	-5

# An excerpt of these results, with bars between the fields:
Structure | INS-1E GSIS act | ARNT TACC3 PPI
O=C(NCc1ccc(Cl)cc1)c1cc(-c2ccco2)on1 | 5 | -4
O=C(CN(c1ccc(F)cc1)S(=O)(=O)c1ccc2c(c1)OCCO2)NCC1CCCO1 (stereo not drawn) | 8 | -8
COc1ccccc1-c1cc(C(=O)NCc2cccs2)no1 | -2 | 0
COCCNC(=O)C(=O)c1cc(C)n(-c2ccc([N+](=O)[O-])cc2)c1C | 7 | -3
COc1ccc(Cl)cc1C(=O)Nc1ccc(S(=O)(=O)N2CCCC2)cc1 | 16 | -4
COc1cc(OC)cc(C(=O)N/N=C/c2ccc(OC)c(COc3ccc4ccccc4c3)c2)c1 | -17 | -8

# Source: PubChem (Broad Institute)

# Only part of the results is shown. The share of hits here may be higher or lower than overall.
